# Screening data from PubChem BioAssay.
# hgDAF12 agonist = H. glycines DAF-12 receptor agonists, primary screen, cell-based, luminescence, HEK293, GAL4 fusion, UAS-luciferase; HEK293 GAL4-hgDAF12 UAS-luciferase reporter, agonist luminescence; normalized to butyrate control; Nuclear hormone receptor DAF-12 (Heterodera glycines), GAL4 fusion; AID 687014, 2013; activation, % at 6.8 µM; 370,000 tested, 1.8% active;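 active = activation above a cutoff set at the mean of all screened compounds plus 3 SD, cut at about 10% in these data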;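 also: 0% = DMSO wells and 100% = sodium butyrate wells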
# ssDAF12 agonist = S. stercoralis DAF-12 nuclear receptor activators, primary screen, cell-based, luminescence, HEK293, GRIP1 co-expression, lit1-tk-luc; AID 652126, 2013; activation, % at 6.8 µM; Nuclear hormone receptor DAF-12 (Strongyloides stercoralis); HEK293 ssDAF-12/GRIP1 lit1-tk-luc reporter; % of 3 µM dafachronic acid response; 370,000 tested, 1% active;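 active = activation above the mean over all tested compounds plus 3 SD, cut at about 0.9% in these data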;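 also: 0% = DMSO-only wells and 100% = 3 µM delta7-dafachronic acid wells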
# DAX1 inh-1 = DAX1 (NR0B1) inhibitors on StAR promoter, primary screen, cell-based, luminescence, SF-1 (NR5A1), full-length DAX-1 | HEK293T StAR-luciferase reporter, SF-1/DAX-1 repression relief | inhibition, % at 6.8 µM | AID 652010, 2013 | 370,000 tested, 1.1% active;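 active = inhibition above the mean over all tested compounds plus 3 SD, cut at about 3.6% in these data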;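 also: 0% = DAX-1 cells with DMSO and 100% = cells lacking DAX-1 with DMSO; higher inhibition means more luminescence from relief of DAX-1 repression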
# PG9 Ab binder = binders of HIV-1 gp120 antibody PG9, primary screen, biochemical, TR-FRET; 360,000 tested, 0.43% active; AID 624416, 2012; TR-FRET gp120-PG9 antibody binding; inhibition, % at 6.7 µM; in the data active = inhibition above about 8.5%
# DAX1 inh-2 = DAX1 (NR0B1) inhibitors, primary screen, cell-based, HEK293, Gal4-DAX1, luciferase luminescence. HEK293 Gal4-DAX1 luciferase reporter. AID 504766, 2011. Nuclear receptor subfamily 0 group B member 1 (Homo sapiens), P51843. inhibition, % at 6.75 µM. 340,000 tested, 0.99% active;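 active = inhibition above the mean over all tested compounds plus 3 SD, cut at about 4.2% in these data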;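 also: 0% = DAX1-transfected cells with DMSO and 100% = empty-vector control cells with DMSO; inhibition shows as a rise in luminescence from relieved DAX1 repression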
# sPLA2-III inh = human group III sPLA2 inhibitors, primary screen, biochemical, QFRET, BODIPY PC-A2 liposome substrate. QFRET BODIPY PC-A2 liposome hydrolysis, fluorescence. inhibition, % at 12.2 µM. 370,000 tested, 0.56% active;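 active = inhibition above mean plus 3 SD of compounds lying within the high and low control bounds, cut at about 19% in these data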;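 also: 0% = median of test compound wells and 100% = no enzyme DMSO wells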
# FXN GAA850 act = FXN promoter activators, primary screen, cell-based, luciferase luminescence, HEK293 lucGAA850; HEK293 lucGAA850 FXN promoter luciferase reporter, 24 h; percent of 10 µM SAHA response; activation, % at 6 µM; 360,000 tested, 0.56% active; AID 540364, 2011;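 active = activation above the average of all compounds screened plus 3 SD, cutoff fixed separately per campaign, cut at about 7.5% in these data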;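 also: 0% = DMSO wells and 100% = 10 µM SAHA wells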
# SMARCA2 activ = SMARCA2 (BRM) function activators, primary screen, cell-based, luminescence, high throughput | activation, % at 9.1 µM | 370,000 tested, 1% active | MG213 cells, MMTV-luciferase reporter, dexamethasone, overnight | AID 652017, 2013; in the data active = activation above about 7.8%;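 also: 0% = vehicle wells and 100% = reference activator wells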
# hcDAF12 agonist = H. contortus DAF-12 nuclear receptor activators, primary screen, cell-based, luminescence, HEK293, lit1-tk-luc reporter; HEK293 hcDAF-12 lit1-tk-luc reporter; 0% DMSO, 100% Δ7-dafachronic acid; activation, % at 6.8 µM; 370,000 tested, 1.4% active; AID 652067, 2013;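 active = activation above the mean of all tested compounds plus 3 SD, cut at about 5.5% in these data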;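 also: 100% = response to 3 µM Δ7-dafachronic acid high control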
# PLC-beta3 inh = human PLC-beta3 inhibitors, primary screen, biochemical, fluorescence. AID 720704, 2013. 1-phosphatidylinositol 4,5-bisphosphate phosphodiesterase beta-3 (Homo sapiens), Q01970. inhibition, % at 12.2 µM. Purified PLC-beta3, fluorogenic substrate. 370,000 tested, 0.18% active; in the data active = inhibition above about 11%;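 also: 0% = median of compound wells on plate and 100% = full blocker control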
# Target sequence (Q01970 whole entry, looked up): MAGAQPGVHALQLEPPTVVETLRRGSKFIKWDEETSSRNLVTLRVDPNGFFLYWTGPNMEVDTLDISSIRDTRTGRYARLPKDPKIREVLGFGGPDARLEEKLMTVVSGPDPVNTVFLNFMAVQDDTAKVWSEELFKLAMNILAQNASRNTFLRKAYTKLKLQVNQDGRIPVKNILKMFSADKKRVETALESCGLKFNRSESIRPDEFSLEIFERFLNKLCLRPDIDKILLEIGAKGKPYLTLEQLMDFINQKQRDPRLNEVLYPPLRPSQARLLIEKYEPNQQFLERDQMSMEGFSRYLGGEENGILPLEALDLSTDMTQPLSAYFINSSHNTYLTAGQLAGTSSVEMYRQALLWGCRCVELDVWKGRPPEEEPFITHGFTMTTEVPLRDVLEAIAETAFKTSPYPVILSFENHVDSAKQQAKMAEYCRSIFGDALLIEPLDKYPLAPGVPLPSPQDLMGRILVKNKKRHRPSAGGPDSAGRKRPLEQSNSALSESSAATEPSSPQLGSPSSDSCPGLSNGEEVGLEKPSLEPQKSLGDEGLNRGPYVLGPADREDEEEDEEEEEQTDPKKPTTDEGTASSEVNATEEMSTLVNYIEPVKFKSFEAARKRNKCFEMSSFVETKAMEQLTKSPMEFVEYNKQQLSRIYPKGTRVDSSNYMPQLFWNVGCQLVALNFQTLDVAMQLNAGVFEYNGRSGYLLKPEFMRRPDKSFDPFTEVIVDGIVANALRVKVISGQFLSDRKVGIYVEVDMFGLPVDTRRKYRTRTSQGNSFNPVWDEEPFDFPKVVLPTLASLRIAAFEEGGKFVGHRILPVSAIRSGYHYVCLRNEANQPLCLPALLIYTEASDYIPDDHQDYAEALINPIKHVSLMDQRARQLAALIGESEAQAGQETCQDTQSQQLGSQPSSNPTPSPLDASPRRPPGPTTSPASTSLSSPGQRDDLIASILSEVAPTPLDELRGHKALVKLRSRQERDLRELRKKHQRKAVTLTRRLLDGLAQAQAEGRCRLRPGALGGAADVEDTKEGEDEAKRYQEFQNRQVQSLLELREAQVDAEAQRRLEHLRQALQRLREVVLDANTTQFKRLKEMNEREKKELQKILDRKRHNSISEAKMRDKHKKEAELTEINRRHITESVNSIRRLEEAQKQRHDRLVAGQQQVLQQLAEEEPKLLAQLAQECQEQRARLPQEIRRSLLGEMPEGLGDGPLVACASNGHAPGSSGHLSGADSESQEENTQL
# NR1D1 modulator = modulators of Rev-erb alpha DNA binding, primary screen, biochemical, FITC-DNA, fluorescence polarization, uHTS; Rev-erbα–FITC-DNA binding, 90 min; activity, % at 10 µM; 370,000 tested, 0.79% active;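 active = activity above about 14%, limit read from the data; passing the limit was not always enough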;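 also: 0% = DMSO wells with 35 nM protein and 100% = DMSO wells with 750 nM protein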
# An asterisk follows results filed as active; i = inactive; / = no result given.
# The first two entries, to show the layout:
SMILES,hgDAF12 agonist,ssDAF12 agonist,DAX1 inh-1,PG9 Ab binder,DAX1 inh-2,sPLA2-III inh,FXN GAA850 act,SMARCA2 activ,hcDAF12 agonist,PLC-beta3 inh,NR1D1 modulator
CCN(CC)Cc1c(C(=O)N/N=C(\C)c2ccncc2)nnn1-c1nonc1N,5.3,-1.2,0.0,-1.7,-0.2,-8,1.9,2,0.0,-1,-2
CC1(C(=O)Nc2ccc3c(c2)OCCO3)CN(S(C)(=O)=O)CC(=O)N1Cc1ccco1 (configuration not stated),1.0,-0.9,-0.7,-3.4,/,7,/,-5,0.5,-2,1

# All compounds of this part, from the first entry:
SMILES,hgDAF12 agonist,ssDAF12 agonist,DAX1 inh-1,PG9 Ab binder,DAX1 inh-2,sPLA2-III inh,FXN GAA850 act,SMARCA2 activ,hcDAF12 agonist,PLC-beta3 inh,NR1D1 modulator
CCN(CC)Cc1c(C(=O)N/N=C(\C)c2ccncc2)nnn1-c1nonc1N,5.3,-1.2,0.0,-1.7,-0.2,-8,1.9,2,0.0,-1,-2
CC1(C(=O)Nc2ccc3c(c2)OCCO3)CN(S(C)(=O)=O)CC(=O)N1Cc1ccco1 (configuration not stated),1.0,-0.9,-0.7,-3.4,/,7,/,-5,0.5,-2,1
Cc1onc(-c2ccccc2Cl)c1C(=O)NCC1CCCO1 (configuration not stated),-0.5,-1.0,-0.1,-1.9,-0.9,5,2.2,1,-0.7,2,-5
O=C(COC(=O)c1cnccn1)NC(=O)c1ccccc1,1.0,-0.8,0.3,-1.6,-1.2,10,0.1,-1,-0.1,-10,5
Cc1cccc(NC(=O)CNC(=O)N2CC(=O)Nc3ccccc32)c1C,1.8,-0.5,0.1,0.7,1.6,6,1.8,-3,4.2,-6,4
Oc1c(CN2CCOCC2)cc(COCc2ccccc2)c2cccnc12,-8.1,-2.4,-3.9,-1.8,-1.5,0,0.4,2,-5.1,-11,5
COc1ccc(/C=C/C(=O)O)cc1S(=O)(=O)NCc1cccnc1,-1.7,-0.6,0.0,-2.6,-0.3,1,3.1,5,-0.1,-6,1
CCOc1cc(-c2cc(-c3ccc(N)cc3)nc(N)c2C#N)ccc1O,-1.8,-1.3,-0.4,1.1,-0.1,4,3.8,-1,-0.6,i,-5
CCOC(=O)/C(=N\Nc1ccccc1Cl)N(C)C1CCS(=O)(=O)C1 (configuration not stated),-2.1,-2.0,0.5,-1.8,-0.4,1,2.4,-1,-0.8,-3,6
CCc1nc2ccc(C(=O)NCc3ccccc3OC)cn2c1N(CC)Cc1cccc(Br)c1,-5.4,-1.3,-2.1,-1.7,/,1,-2.7,-4,-2.1,-29,5
CNC(=S)NNC(=O)c1cccn(Cc2ccccc2)c1=O,-0.7,-0.8,-0.5,-0.9,-0.6,6,0.3,0,-2.2,-21,5
O=C(NCC1CC1)c1cc2c(c(-c3cccc(-c4ccccc4F)c3)n1)[C@@H](CCO)N(C(=O)CC1CC1)C2,-0.4,-1.3,2.4,0.2,/,-28,/,-7,-2.6,3,3
O=C(O)/C=C/C(=O)Nc1nccs1,2.0,-0.5,0.0,-0.7,-1.1,-3,1.6,0,2.7,-3,0
CCOc1nc(NCCO)nc(Nc2ccc([N+](=O)[O-])cc2)n1,1.6,-0.5,-1.4,-0.3,-1.0,4,2.7,-2,0.0,0,10
Cc1ccc(S(=O)(=O)N2CCOCC2)cc1NC(=O)COC(=O)CNC(=O)c1ccc(Cl)cc1Cl,-0.2,-0.4,-0.1,-1.3,0.6,-4,3.1,4,1.2,-3,-1
Cc1cc(OCC(=O)N(Cc2ccco2)C2CCS(=O)(=O)C2)cc(C)c1Cl (configuration not stated),-3.1,-1.4,0.0,0.6,/,-9,0.3,-6,-1.4,-9,-7
Cc1cnc(C(=O)OCC(=O)Nc2ccc(Br)c(C)c2)cn1,-0.1,0.0,-0.8,0.1,-0.4,10,2.5,-3,0.0,-6,2
c1ccc(-c2csc(Nc3ccc4c(c3)OCCO4)n2)cc1,19*,3.1*,6.9*,1.3,3.3,9,5.3,0,15*,-44,6
COc1ccc(OC)c(NC(=O)CN2C(=O)COc3ccc(S(=O)(=O)N4CCCC4)cc32)c1,-1.5,-0.7,-0.1,0.2,-0.3,4,-1.5,-2,-2.1,-7,1
COc1ccc(C2Nc3ccc(Br)cc3C(c3ccccc3)N2CC(=O)O)cc1 (configuration not stated),-0.8,-1.4,0.3,-0.3,0.0,-5,0.4,-2,1.4,-12,18*
O=C(NCC1CC1)Nc1cccs1,0.0,-1.5,-0.1,-1.7,-0.8,-1,0.1,-3,-0.2,-4,-1
CCCC(=O)Nc1cc(C)c(NC(=O)Cc2ccccc2)cn1,-0.3,-1.2,-1.5,-0.7,/,0,/,-2,-1.3,-4,-1
CCOC(=O)c1c(C)oc2c1c(C=NCc1ccccn1)c(O)c1ccccc12,-3.0,-0.7,-0.7,-2.0,0.0,6,0.0,-1,2.3,-82,7
COc1ccc2c(c1)c(C(=O)CN1CCc3ccccc3C1)c(C)n2C,1.5,0.1,0.7,-3.1,1.3,-14,0.1,-1,3.9,-11,5
O=C(Cn1cnnn1)Nc1cccc(S(=O)(=O)N2CCCCC2)c1,-1.4,-1.9,-0.8,0.6,-1.2,2,1.8,-1,-0.5,-6,-5
Cc1ccc([C@H]2C[C@@H](O)[C@H](n3cc(COC(=O)c4ccccc4)nn3)CN2C(=O)C2CCCCC2)cc1,0.7,-0.6,-0.1,-2.2,-1.0,-18,-3.2,1,1.5,3,12
CCOC(=O)C1=C(C(=O)OCC)C2N(Cc3ccc(C(F)(F)F)cc3)c3ccccc3[C@@]23C[C@@H](C(=O)OC)N(S(=O)(=O)c2ccc(OC)cc2)C3=N1 (some centres not stated),1.2,-0.9,0.0,-2.4,/,3,/,2,-0.3,-9,-6
COc1ccccc1NC(=O)C(C)OC(=O)CCNS(=O)(=O)c1cccc(C(F)(F)F)c1 (configuration not stated),2.0,-1.4,0.0,0.3,0.3,-5,0.8,-2,-0.1,-4,-2
CCN(CC)CCOC(=O)c1ccc(N/C=C(/C#N)c2nc(-c3cc4ccccc4oc3=O)cs2)cc1,0.8,-0.7,0.5,-13,1.3,3,2.6,-3,0.4,-81,1
CCCCC(CC)C(=O)Nc1ccc(C#N)cc1 (configuration not stated),0.9,-1.8,0.1,-1.0,-1.8,0,-1.3,0,-0.1,0,0
COc1ccc(NC(=O)CN(C)C(=O)CSCC(=O)Nc2ccc(C)cc2)cc1,1.3,-0.7,1.1,0.4,0.1,-11,1.0,0,0.2,-9,-1
CN1C(N)=NC(=O)/C1=C/c1ccccc1F,-3.8,-1.1,-0.4,-1.2,-1.0,11,1.8,-1,-0.9,3,-1
COC(=O)c1ccc(-c2ccc(Cl)cc2)nc1C,14*,0.3,4.3*,-0.8,2.1,7,4.0,3,4.8,5,-5
CCCCn1c(SCC(=O)N2CCCC2)nc2c1c(=O)n(C)c(=O)n2C,-1.7,-1.4,-0.6,-1.1,-0.7,0,2.9,-2,-0.4,4,-1
CCn1c(COc2ccc(C)cc2)nnc1SCC(=O)Nc1ccc(S(N)(=O)=O)cc1,0.8,-0.9,-0.1,-1.4,-0.5,-14,-2.2,0,0.7,2,-4
COC(=O)c1c(-c2ccccc2Cl)noc1/C=C/N(C)C,-3.8,-1.0,-0.5,-0.2,0.3,5,0.6,1,-2.0,-79,3
CCOc1ccc(N(CC(=O)NCc2ccco2)S(C)(=O)=O)cc1,-1.5,-1.6,-0.3,2.1,-0.4,-9,0.3,0,0.8,3,-3
O=C(CCc1ccccc1)NNC(=S)NCc1ccc(Cl)cc1,-0.4,-1.2,0.7,-2.2,-0.5,6,1.4,-3,0.4,-3,-1
COc1ccc(C)cc1NC(=O)c1cc2c(CO)cnc(C)c2oc1=N,0.1,-1.0,0.8,-1.3,0.5,10,0.2,-1,-1.3,-8,1
CN(C)S(=O)(=O)c1cccc(C(=O)Nc2ccccc2C(=O)NC2CC2)c1,-2.0,-1.2,-1.0,-0.6,-0.2,-4,-0.8,-1,-2.4,0,-1
CC(=O)Nc1nc(-c2cccc3ccccc23)cs1,5.8,0.0,-0.1,-0.5,-0.6,-6,-0.6,-1,3.9,-4,5
CCOc1ccccc1OCCCC(=O)NC1=NCCS1,1.8,-1.1,-0.4,-1.0,0.8,-4,2.2,0,0.5,4,0
CC(=O)Nc1ccc(S(=O)(=O)NCC(=O)OCC(=O)N2CCN(c3ccccc3)CC2)cc1,-1.6,-0.9,-0.5,0.0,0.9,-2,1.1,-3,-1.3,4,-5
CC1C(=O)CCN(C(C)(C)C)C1C (configuration not stated),0.4,-1.4,-0.1,0.0,1.8,8,1.6,-3,-0.8,-1,1
COc1ccc(CNS(=O)(=O)c2ccc(-c3ccc(=O)[nH]n3)o2)cc1,-0.2,-0.4,2.7,-1.6,0.5,-9,0.5,-4,-0.7,-7,-1
CCOC(=O)C=Cc1ccc(C(=O)OCC)[nH]1,10,-0.9,-2.0,-2.3,-1.3,2,-2.3,2,-0.7,6,-6
COc1ccc(S(=O)(=O)NCC2CCC(C(=O)NCC(OC)OC)CC2)cc1 (configuration not stated),-2.0,-0.7,0.0,0.5,0.1,-2,2.1,1,1.6,-3,1
Cc1cc(C)cc(C(=O)NCC(=O)NCc2ccc(S(N)(=O)=O)cc2)c1,0.8,-1.6,0.2,-1.6,0.4,-2,-0.3,-2,-0.7,2,0
O=S(=O)(NCCc1ccccc1)c1ccc(F)cc1Br,0.3,-0.8,-1.0,0.4,-0.7,-14,2.2,-2,-2.7,2,-5
CS(=O)(=O)NCCC1=CCCCC1,2.1,-1.0,-0.2,0.3,-0.4,5,0.1,0,-1.2,1,2
CC(C)(C)c1ccc(OCC(O)CN2CCc3ccccc3C2)cc1 (configuration not stated),2.6,0.3,-0.2,-0.2,/,-5,0.3,-1,1.7,-3,9
CC(=O)N(C)c1ccc(NC(=O)c2ccco2)cc1,6.8,0.2,3.8*,-0.6,0.2,-1,0.3,0,5.2,2,-2
O=C(/C=C/c1ccco1)Nc1ccc2c(c1)OCCO2,16*,0.2,4.4*,0.4,-0.1,3,5.2,0,7.5*,-8,-5
COc1ccc(N=C2S/C(=C\c3cc(C)n(C)c3C)C(=O)N2CC(C)C)cc1,0.8,-1.6,-0.7,-1.1,-0.8,-2,6.0,0,-2.1,-1,0
